Source: PubChem (several laboratories)
GC-B act = GC-B (human) receptor activation; activation, % at 10 µM; HEK293-GC-B cells, CNP EC30, cGMP TR-FRET; 0% at EC30 CNP, 100% saturating CNP; P20594; AID 1920062; actives 0.11% (n = 370,000);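 active = activation at 10 µM reaching about 35% in either raw or pattern-adjusted values, limit read from the data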
proKLK7 act = activators of human kallikrein-7 zymogen; P49862; purified proKLK7, EDANS-DABCYL substrate fluorescence; 100% is mature enzyme control, 0% vehicle; activation, % at 7 µM; actives 0.9% (n = 370,000);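 active = activation above the mean of all tested compounds plus 3 SD, computed per campaign excluding outliers beyond control limits, cut at about 13% in these data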
Target sequence (P49862 whole entry, looked up): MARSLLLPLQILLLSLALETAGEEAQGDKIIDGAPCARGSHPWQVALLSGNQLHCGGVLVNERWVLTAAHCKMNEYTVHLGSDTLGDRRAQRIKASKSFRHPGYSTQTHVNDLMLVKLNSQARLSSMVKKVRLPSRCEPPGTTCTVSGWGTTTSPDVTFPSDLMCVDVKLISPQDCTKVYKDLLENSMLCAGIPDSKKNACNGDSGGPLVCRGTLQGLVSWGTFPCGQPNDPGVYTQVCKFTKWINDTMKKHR
ssDAF-12 act = S. stercoralis DAF-12 activation, primary screen; HEK293 ssDAF-12/GRIP1 lit1-tk-luc reporter, luminescence; % of 3 µM dafachronic acid response; activation, % at 6.8 µM; actives 1% (n = 370,000); AID 652126;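 active = activation above the mean over all tested compounds plus 3 SD, cut at about 0.9% in these data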;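 note: 0% = DMSO-only wells and 100% = 3 µM delta7-dafachronic acid wells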
SMARCA2 act = activators of SMARCA2 function; MG213 cells, MMTV-luciferase reporter, dexamethasone, overnight; activation, % at 9.1 µM; actives 1% (n = 370,000); AID 652017; in the data active = activation above about 7.8%;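 note: 0% = vehicle wells and 100% = reference activator wells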
FXN GAA850 act = frataxin GAA850 promoter activation; HEK293 lucGAA850 FXN promoter luciferase reporter, 24 h; percent of 10 µM SAHA response; actives 0.56% (n = 360,000); activation, % at 6 µM;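 active = activation above the average of all compounds screened plus 3 SD, cutoff fixed separately per campaign, cut at about 7.5% in these data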;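 note: 0% = DMSO wells and 100% = 10 µM SAHA wells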
hgDAF-12 ag = agonists of H. glycines DAF-12 nuclear receptor | AID 687014 | activation, % at 6.8 µM | HEK293 GAL4-hgDAF12 UAS-luciferase reporter, agonist luminescence; normalized to butyrate control | actives 1.8% (n = 370,000);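 active = activation above a cutoff set at the mean of all screened compounds plus 3 SD, cut at about 10% in these data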;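 note: 0% = DMSO wells and 100% = sodium butyrate wells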
NPR1 activator = GC-A (human) enzyme activation; activation, % at 10 µM; P16066; actives 0.14% (n = 370,000); AID 1671463; HEK293 GC-A cells, cGMP TR-FRET, EC30 ANP; 0% at EC30 ANP, 100% saturating ANP; in the data active = activation above about 40%
DAX1 inh-1 = inhibits human nuclear receptor DAX1. P51843. HEK293 Gal4-DAX1 luciferase reporter, luminescence. inhibition, % at 6.75 µM. actives 0.99% (n = 340,000). AID 504766;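 active = inhibition above the mean over all tested compounds plus 3 SD, cut at about 4.2% in these data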;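 note: 0% = DAX1-transfected cells with DMSO and 100% = empty-vector control cells with DMSO; inhibition shows as a rise in luminescence from relieved DAX1 repression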
Target sequence (P51843 207-470 limits assumed): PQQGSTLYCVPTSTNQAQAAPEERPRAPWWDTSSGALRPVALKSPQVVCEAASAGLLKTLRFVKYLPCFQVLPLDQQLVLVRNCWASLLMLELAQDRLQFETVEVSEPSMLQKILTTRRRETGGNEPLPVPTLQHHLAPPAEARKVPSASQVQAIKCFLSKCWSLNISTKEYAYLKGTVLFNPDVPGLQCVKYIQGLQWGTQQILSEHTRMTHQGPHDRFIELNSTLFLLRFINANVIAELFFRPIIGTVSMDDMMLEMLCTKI
HGIII-sPLA2 inh = Blocks human group III sPLA2 activity; QFRET BODIPY PC-A2 liposome hydrolysis, fluorescence; inhibition, % at 12.2 µM; Q9NZ20; AID 743126; actives 0.56% (n = 370,000);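 active = inhibition above mean plus 3 SD of compounds lying within the high and low control bounds, cut at about 19% in these data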;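 note: 0% = median of test compound wells and 100% = no enzyme DMSO wells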
Target sequence (Q9NZ20 whole entry, looked up): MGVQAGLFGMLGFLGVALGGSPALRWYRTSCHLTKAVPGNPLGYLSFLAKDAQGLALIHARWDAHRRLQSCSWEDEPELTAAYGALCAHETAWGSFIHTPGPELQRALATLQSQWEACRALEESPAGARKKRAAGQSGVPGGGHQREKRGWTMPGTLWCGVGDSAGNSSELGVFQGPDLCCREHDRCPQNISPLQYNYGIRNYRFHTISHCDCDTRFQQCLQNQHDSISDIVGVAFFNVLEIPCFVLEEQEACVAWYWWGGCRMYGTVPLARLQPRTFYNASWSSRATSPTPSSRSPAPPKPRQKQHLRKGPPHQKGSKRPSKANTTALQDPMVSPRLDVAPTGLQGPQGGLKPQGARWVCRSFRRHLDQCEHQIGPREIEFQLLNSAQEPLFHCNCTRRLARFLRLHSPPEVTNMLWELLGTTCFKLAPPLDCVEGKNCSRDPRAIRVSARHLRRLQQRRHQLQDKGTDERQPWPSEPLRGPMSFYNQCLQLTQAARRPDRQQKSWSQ
hcDAF12 agonist = H. contortus DAF-12 activation, primary screen; activation, % at 6.8 µM; HEK293 hcDAF-12 lit1-tk-luc reporter, luminescence; 0% DMSO, 100% Δ7-dafachronic acid; actives 1.4% (n = 370,000);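 active = activation above the mean of all tested compounds plus 3 SD, cut at about 5.5% in these data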;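 note: 100% = response to 3 µM Δ7-dafachronic acid high control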
DAX1 inh-2 = blocks DAX1 repression of SF-1 activated StAR promoter. actives 1.1% (n = 370,000). inhibition, % at 6.8 µM. HEK293T StAR-luciferase reporter, SF-1/DAX-1 repression relief. AID 652010;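 active = inhibition above the mean over all tested compounds plus 3 SD, cut at about 3.6% in these data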;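 note: 0% = DAX-1 cells with DMSO and 100% = cells lacking DAX-1 with DMSO; higher inhibition means more luminescence from relief of DAX-1 repression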
Starred values were filed as active, the others as inactive; / = not tested or not shown.

canonical_smiles	NPR1 activator	DAX1 inh-2	HGIII-sPLA2 inh	ssDAF-12 act	DAX1 inh-1	SMARCA2 act	proKLK7 act	GC-B act	hcDAF12 agonist	FXN GAA850 act	hgDAF-12 ag
COc1ccc2c(c1OC)C(=O)N(c1cccc(NC(C)=O)c1)C2	-7	0.3	8	-0.9	-0.2	1	0.8	-2	1.7	5.3	3.8
Cc1cc([N+](=O)[O-])c(C)cc1-c1ccc(/C=N/NC(=O)Cn2nnnc2N)o1	0	-0.1	-3	-1.5	-1.3	1	-0.3	-6	-0.6	-1.0	0.1
Cc1nn(-c2ccccc2)c(C)c1C(=O)OCC(=O)N1c2ccccc2NC(=O)C1(C)C	0	-0.8	-8	-1.4	-0.8	1	0.3	6	-0.9	-3.4	-2.8
COc1cccc(OC)c1C(=O)NC(=S)Nc1cccc(NC(=O)c2ccco2)c1	1	-0.4	0	-1.6	0.3	2	0.5	2	-2.8	1.8	1.6
CCc1ccc(N(CC(=O)NCc2ccc(OC)cc2)C(=O)CCC(=O)Nc2ccccn2)cc1	-6	0.0	-1	-1.1	-1.1	-1	0.6	-3	-0.7	0.9	1.0
O=C(CC1NCCNC1=O)Nc1ccc([N+](=O)[O-])cc1 (stereo unspecified)	3	0.4	10	-0.6	/	-1	-0.1	2	0.6	2.5	6.4
CC(NC(=O)c1ccccc1Cl)C(=O)N1CCN(Cc2ccc3c(c2)OCO3)CC1 (stereo unspecified)	1	0.7	-2	-1.3	0.2	-4	0.1	2	-0.8	-0.7	0.6
COc1ccccc1CN1C(=O)CN(C2CCCC2)C(=O)C1c1ccc(F)cc1 (stereo unspecified)	-7	-0.7	-4	-1.3	1.3	1	-0.4	-6	-1.4	1.1	2.3
COc1ccc(C(=O)C2CCCN(C(=O)c3cc(C(C)C)no3)C2)cc1F (stereo unspecified)	-2	-0.4	3	-1.1	-1.4	-3	0.0	-1	-1.0	3.8	-2.8
CC1(C)OC(=O)C=C[C@]2(C)[C@H]3CC[C@@]4(C)[C@H](C(=O)O)OC(=O)[C@H]5O[C@]54[C@]3(C)C(=O)C[C@@H]12	-1	0.2	0	-1.5	-0.7	1	0.4	-1	1.5	-1.0	-0.6
COc1ccc(NC(=O)C2Cc3c(-c4cccc(NC(C)=O)c4)ccnc3O2)cc1OC (stereo unspecified)	-1	-5.6	-3	-2.1	/	-3	0.4	-10	-3.3	-5.3	-5.2
Cc1cc2ncn(CC(O)COC3CCCCC3)c2cc1C (stereo unspecified)	-7	0.3	-7	-1.0	0.4	0	0.7	-2	-2.0	0.7	-2.8
COc1ccc(N(C(=O)c2csnn2)C(C(=O)NC2CCCC2)c2cccs2)cc1 (stereo unspecified)	-16	-0.4	4	-1.3	0.3	0	0.4	-3	-1.3	-0.9	-2.4
O=C(CNC(=O)CNC(=O)c1ccc(Cl)cc1Cl)NCc1cccc(Cl)c1	-4	0.2	-10	-1.1	-1.0	1	0.7	-4	-0.4	0.2	-2.2
C=CCNC(=O)CCNS(=O)(=O)c1ccc(Br)cc1	0	-0.2	8	-1.4	-0.7	1	0.4	-2	-1.2	-0.9	0.9
CC(C)(C)c1cc(CN2CCN(CCO)CC2)cc(C(C)(C)C)c1O	-1	-0.6	2	-0.8	-1.0	-1	-0.1	5	-0.4	0.9	-0.9
CCOC(=O)CCn1c(CC(=O)OCC)nc2ccccc21	1	0.6	0	-1.3	0.8	0	0.1	-4	-2.4	-0.1	1.8
COc1ccccc1CN(Cc1cccnc1)S(=O)(=O)c1ccc(-n2cnnn2)c(OC)c1	-9	0.1	-12	-1.1	0.4	0	1.1	-4	-0.3	0.1	-1.7
CC(C)CCN1CCNC(=O)C1CC(=O)N(C)CCCN1CCOCC1 (stereo unspecified)	-1	-1.0	6	-0.4	1.0	-3	-0.2	1	1.3	-0.4	-2.3
COc1ccccc1CNC(=O)C1CCN(S(=O)(=O)c2ccc3c(c2)CC(C)N3C(=O)C2CC2)CC1 (stereo unspecified)	3	-4.4	-2	-1.2	-0.6	2	0.8	-7	-4.0	0.7	-0.7

New compounds follow.
canonical_smiles	NPR1 activator	DAX1 inh-2	HGIII-sPLA2 inh	ssDAF-12 act	DAX1 inh-1	SMARCA2 act	proKLK7 act	GC-B act	hcDAF12 agonist	FXN GAA850 act	hgDAF-12 ag
CC(=O)N1CCN(Cc2nc3cc(NC(=O)COc4cccc(C)c4)ccc3n2C)CC1	0	-0.7	-2	-1.8	-0.1	-1	0.3	-2	-3.1	3.5	-3.4
COc1ccc(C=CC(=O)c2ccc(OCc3ccccc3)c(OC)c2)cc1OC	0	-1.5	6	-1.8	-0.1	-4	-7.1	-1	-2.2	3.8	-6.2
Cc1cc(N2CCN(CC(C)(C)O)C[C@H]2C)ccc1N1CCN(Cc2ccccc2)[C@@H](C)C1	-1	-2.3	10	-0.9	/	0	0.9	7	2.9	/	-4.3
Cc1ccc(S(=O)(=O)Nc2c(C)nc3nc(C)[nH]n3c2=O)cc1	-2	0.0	5	-1.1	-0.6	-2	0.0	0	0.2	-0.9	-3.8
CC(C)(C)N=C1C([N+](=O)[O-])=CC=C2C1=NC1(CCCCC1)N2O	-1	0.0	11	-0.9	-1.2	4	-0.2	-3	0.3	3.4	1.1
C=CCN1C(=O)c2ccc(C(=O)OCC(=O)N3CCN(c4ccccc4)CC3)cc2C1=O	1	0.1	9	-0.4	1.5	1	0.2	6	-0.2	-1.2	2.3
CC[C@@H]1CC2=C(C(=O)OC(C)(C)O2)[C@@H](c2ccc(Cl)cc2)O1	-8	1.7	7	-0.4	/	-4	0.8	-4	2.2	/	-0.5
O=C(/C=C/c1ccc(F)cc1)NCc1cccs1	-2	0.9	-1	-0.9	0.9	0	0.7	4	1.9	5.6	4.2
Cn1cc([N+](=O)[O-])c(C(=O)N/N=C/c2ccc([N+](=O)[O-])cc2)n1	1	0.6	-1	-1.2	0.7	-3	0.8	5	-1.6	0.8	-0.6
O=C1CC(N2CCN(S(=O)(=O)c3ccccc3F)CC2)C(=O)N1c1ccc(F)cc1F (stereo unspecified)	2	-1.1	-8	-1.6	-0.1	1	-0.2	1	-1.0	-1.3	-2.1
Cc1cc(C)c(C#N)c(SCCS(=O)(=O)Cc2ccccc2)n1	-5	0.7	-1	-2.0	-0.6	-3	0.0	-5	0.7	0.6	0.5
O=C(CCNC(=O)c1ccc(Cl)cc1)NCC(c1ccco1)N1CCCCC1 (stereo unspecified)	-1	0.5	-6	-0.1	0.1	-1	-0.7	-1	-1.8	0.4	-0.2
O=C(CNC(=O)C12CC3CC(CC(C3)C1)C2)NC1=NCCS1	-2	0.2	-7	-1.5	1.4	1	0.0	2	-0.9	0.9	0.9
O=[N+]([O-])c1cc([N+](=O)[O-])c(Oc2c(F)cccc2F)cc1NN1CCCCC1	-1	-0.4	6	-1.4	2.6	-1	-0.2	-4	-1.2	1.4	1.9
COc1ccc(C(=O)Nc2nnc(SCC(=O)NCc3ccco3)s2)cc1OC	1	0.9	4	-0.2	0.2	-1	0.7	-1	0.4	-0.7	3.2
OC1c2cc(Br)ccc2N=C2CCCN21 (stereo unspecified)	-27	-1.6	7	-0.9	-0.3	-3	-0.1	-10	-3.2	2.7	1.3
Cc1cc(C)c2cc(C=O)c(Cl)nc2c1	-21	-0.3	0	-1.4	0.7	3	-86	-12	1.2	6.2	1.8
CN1CCN(C(=O)c2ccccc2NC(=O)C(C)(C)C)CC1	-3	-0.3	6	-0.3	0.3	0	-0.1	5	-0.3	4.4	-0.1
O=C(CCN1C(=O)[C@@H]2Cc3ccccc3CN2C1=O)N[C@H](C(=O)O)c1ccccc1	5	0.0	-1	-0.9	0.7	-1	-0.7	5	-0.3	-0.4	1.6
Cn1nnnc1SCC(=O)N1CCN(Cc2ccccc2)CC1	3	0.1	5	-0.4	-0.2	4	-0.6	4	-0.8	-0.2	0.1

Rewritten field by field: part of the list above
Cc1ccc(S(=O)(=O)Nc2c(C)nc3nc(C)[nH]n3c2=O)cc1
- NPR1 activator: -2
- DAX1 inh-2: 0.0
- HGIII-sPLA2 inh: 5
- ssDAF-12 act: -1.1
- DAX1 inh-1: -0.6
- SMARCA2 act: -2
- proKLK7 act: 0.0
- GC-B act: 0
- hcDAF12 agonist: 0.2
- FXN GAA850 act: -0.9
- hgDAF-12 ag: -3.8

O=C(CCNC(=O)c1ccc(Cl)cc1)NCC(c1ccco1)N1CCCCC1 (stereo unspecified)
- NPR1 activator: -1
- DAX1 inh-2: 0.5
- HGIII-sPLA2 inh: -6
- ssDAF-12 act: -0.1
- DAX1 inh-1: 0.1
- SMARCA2 act: -1
- proKLK7 act: -0.7
- GC-B act: -1
- hcDAF12 agonist: -1.8
- FXN GAA850 act: 0.4
- hgDAF-12 ag: -0.2

The list continues.
canonical_smiles	NPR1 activator	DAX1 inh-2	HGIII-sPLA2 inh	ssDAF-12 act	DAX1 inh-1	SMARCA2 act	proKLK7 act	GC-B act	hcDAF12 agonist	FXN GAA850 act	hgDAF-12 ag
COc1ccc(OC)c(CN2CCN(Cc3cccc4ccccc34)CC2)c1	-12	-1.1	-13	-2.6	-0.2	-2	0.1	-6	-1.7	-2.1	-4.7
NS(=O)(=O)c1ccc(N=Cc2c(O)c3ccccc3oc2=O)cc1	2	0.5	-3	-1.1	/	0	0.7	-2	-0.9	0.3	-1.3
CCc1ccc(NS(=O)(=O)c2ccc(OC)c(C)c2)cc1	-6	-1.0	-25	-1.2	1.3	-4	-0.1	-5	-2.8	2.5	0.8
N#CC1(NC(=O)CN2C(=O)c3ccccc3C2=O)CCCCC1	4	0.7	16	-1.6	0.9	-3	0.4	4	-0.2	1.7	-0.4
CS/C(=N\S(=O)(=O)c1ccccc1)c1ccccc1	-2	-0.1	1	-1.7	0.6	-2	-0.4	-1	1.4	2.6	0.1
Cc1ccc2oc(=O)c(/C=C(\O)c3cccs3)nc2c1	3	1.7	-8	0.5	5.6*	5	0.7	-4	5.6*	5.5	8.1
CC(=O)N(C)/C=C1\Sc2ccccc2C1=O	-4	0.6	9	0.7	1.3	1	0.6	9	4.7	0.6	1.3
COC(=O)c1ccc(Cn2cc(C(F)(F)F)cc([N+](=O)[O-])c2=O)cc1	-1	0.1	4	-0.8	-0.1	2	-0.4	1	-0.3	0.8	-1.6
